Screening results: PubChem, several laboratories
dFosB activator: activators of delta FosB homodimer, primary screen, biochemical, fluorescence polarization, TAMRA-CDK5 oligo, single point. Protein FosB (Mus musculus), P13346. purified delta FosB; percent of positive-control signal above neutral wells. activation, % at 25 µM. hit rate 0.99% among 340,000. AID 493131, 2011;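 active = mean activation above about 17%, with every replicate also reaching it, limit read from the data, passing the limit was not always enough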;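 note: fluorescence polarization rise as delta FosB binds a TAMRA Cdk5 AP-1 oligo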
PfHsp90 set2: growth inhibition of PfHsp90-expressing yeast, primary screen, antimalarial PfHsp90 inhibitor project, S. cerevisiae, BacTiter-Glo luminescence, single point, set 2. BacTiter-Glo ATP, 48 h; yeast lacking PDR1 and PDR3 efflux regulators. inhibition, % at 9.4 µM. hit rate 0.32% among 310,000;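 active = every replicate shows inhibition above about 80%, whatever the replicate mean, limit read from the data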;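 note: 0% = DMSO neutral controls and 100% = 20 µM radicicol positive controls; yeast relying on Plasmodium falciparum Hsp90 in place of its own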
Cardiac RTF inh: cardiac RTF calcium sensitivity inhibitors, primary screen, biochemical, IANBD-TnC fluorescence, EC70 calcium. Troponin I, cardiac muscle (Homo sapiens) + Troponin T, cardiac muscle (Homo sapiens) + …. IANBD-labeled cardiac RTF, Ca2+ fluorescence. inhibition, % at 7.15 µM. hit rate 0.12% among 340,000;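 active = inhibition above the mean inhibition of all tested compounds plus 3 SD, cut at about 17% in these data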;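 note: assay run at fixed EC70 calcium of 1.6 mM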
PvdQ acylase: P. aeruginosa PvdQ acylase inhibitors, primary screen, biochemical, fluorescence, plate reader and imaging, single point; inhibition, % at 10 µM; purified PvdQ acylase; hit rate 0.063% among 340,000; AID 488965, 2010; in the data active = inhibition above about 30%, passing the limit was not always enough;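 note: 0% = vehicle neutral wells and 100% = reference inhibitor wells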
C-LANA FP: inhibitors of KSHV C-LANA binding to DNA, primary screen, biochemical, fluorescence polarization, FAM-LBS DNA, MBP-C-LANA, single point. hit rate 0.078% among 340,000. inhibition, % at 9 µM. Kaposi's sarcoma herpesvirus LANA C-terminal domain (residues 932-1162) DNA binding;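 active = highest replicate inhibition at or above 60% at 9 µM, even if other replicates fall short; inactive = all replicates below 60% inhibition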;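 note: 0% = neutral control wells and 100% = 4 µM acridine orange control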
Rtt109 HAT inh: inhibitors of C. albicans Rtt109/Vps75 HAT, primary screen, biochemical, ThioGlo CoA-SH fluorescence, plate reader; hit rate 0.16% among 330,000; inhibition, % at 34.9 µM; Histone acetyltransferase RTT109 (Candida albicans (strain SC5314 / ATCC MYA-2876)), …; AID 540336, 2011; purified Rtt109/Vps75, 4 h;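 active = inhibition of at least 50% in every replicate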
Target sequence (Q5AAJ8 whole entry, looked up): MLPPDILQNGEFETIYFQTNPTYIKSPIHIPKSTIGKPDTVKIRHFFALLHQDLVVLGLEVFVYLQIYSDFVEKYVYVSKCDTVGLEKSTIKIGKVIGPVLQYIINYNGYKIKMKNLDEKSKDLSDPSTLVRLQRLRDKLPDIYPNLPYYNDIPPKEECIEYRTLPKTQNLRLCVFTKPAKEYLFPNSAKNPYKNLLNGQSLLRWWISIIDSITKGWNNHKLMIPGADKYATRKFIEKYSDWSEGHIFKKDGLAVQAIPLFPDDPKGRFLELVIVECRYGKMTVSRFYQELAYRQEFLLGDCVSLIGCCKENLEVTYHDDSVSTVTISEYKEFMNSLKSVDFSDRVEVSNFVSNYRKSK
Mot1-301 SUMO: yeast Mot1-301 growth rescue at high temperature, primary screen, SUMOylation pathway inhibitor project, S. cerevisiae, ATP luminescence, 38.5C | S. cerevisiae Mot1-301 growth rescue; percent above DMSO median, 100 means doubled | growth rescue, % at 18.8 µM | hit rate 1% among 320,000 | AID 2716, 2010;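 active = every valid replicate shows activation above 250% relative to neutral control wells; inactive = the rest, any valid replicate at or below 250%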;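 note: OY570 slx delta 5 strain wells were the positive control but not used for scaling; some compounds called inactive have numbers as strong as hits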
RTF Ca sens act: cardiac RTF calcium sensitivity activators, primary screen, biochemical, IANBD-TnC fluorescence, EC20 calcium | activation, % at 7.2 µM | IANBD-labeled TnC RTF fluorescence at EC20 calcium; 0% EC20 calcium, 100% full calcium | Troponin I, cardiac muscle (Homo sapiens) + Troponin T, cardiac muscle (Homo sapiens) + … | hit rate 0.24% among 340,000 | AID 493008, 2010;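 active = activation above the mean over all tested compounds plus 3 SD, cut at about 30% in these data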;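 note: rise in fluorescence read as greater calcium sensitivity of cardiac thin filaments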
CDK5 inh: inhibitors of human CDK5/p35 kinase, primary screen, biochemical, single concentration | hit rate 0.01% among 330,000 | inhibition, % at 10 µM | AID 488839, 2010 | Recombinant CDK5/p35, ADP-Glo luminescence, 60 min;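 active = highest replicate inhibition of at least 50% and at least 75% of replicates reaching 50%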;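 note: plate controls were DMSO neutral control for no effect and GW8510 at 10 µM for full effect; many of its hits are not listed in these tables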
NSD2 inh: NSD2 histone methyltransferase inhibitors, primary screen, biochemical, AlphaScreen, single concentration, set 2; NSD2 peptide methylation, 120 min; inhibition, % at 12.5 µM; hit rate 0.54% among 310,000; AID 743445, 2014; in the data active = inhibition above about 50%
Keap1 Nrf2 FP: Keap1-Nrf2 protein-protein interaction inhibitors, primary screen, biochemical, fluorescence polarization, single point | hit rate 0.15% among 340,000 | inhibition, % at 9.4 µM | AID 504523, 2011 | Keap1 Kelch-Nrf2 peptide fluorescence polarization, 1536-well; in the data active = inhibition above about 12%;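 note: human Keap1 Kelch domain with fluorescein labeled Nrf2 9mer peptide probe; 0% = neutral control wells and 100% = peptide positive control; higher means more block of Keap1 binding to Nrf2 peptide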
Target sequence (Q14145 whole entry, looked up, the tested form may be a part): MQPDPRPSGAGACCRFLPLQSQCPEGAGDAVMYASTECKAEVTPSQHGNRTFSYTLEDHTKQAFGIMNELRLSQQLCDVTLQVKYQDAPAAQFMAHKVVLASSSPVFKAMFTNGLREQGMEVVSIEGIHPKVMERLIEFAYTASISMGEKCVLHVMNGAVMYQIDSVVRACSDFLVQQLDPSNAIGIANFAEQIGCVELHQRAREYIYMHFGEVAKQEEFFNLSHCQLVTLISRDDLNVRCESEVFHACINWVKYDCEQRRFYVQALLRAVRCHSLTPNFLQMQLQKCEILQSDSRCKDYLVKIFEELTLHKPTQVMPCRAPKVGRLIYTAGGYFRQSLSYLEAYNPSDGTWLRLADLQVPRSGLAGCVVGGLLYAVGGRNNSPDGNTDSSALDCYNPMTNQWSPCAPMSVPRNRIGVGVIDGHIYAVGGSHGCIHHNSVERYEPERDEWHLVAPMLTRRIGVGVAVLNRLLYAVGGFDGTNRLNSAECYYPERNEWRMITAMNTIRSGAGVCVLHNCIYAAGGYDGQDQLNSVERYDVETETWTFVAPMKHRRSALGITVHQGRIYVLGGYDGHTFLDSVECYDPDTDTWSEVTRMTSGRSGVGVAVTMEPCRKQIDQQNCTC
Numbers without * were called inactive; · = no result given.

Values in the order – dFosB activator, PfHsp90 set2, Cardiac RTF inh, PvdQ acylase, C-LANA FP, Rtt109 HAT inh, Mot1-301 SUMO, RTF Ca sens act, CDK5 inh, NSD2 inh, Keap1 Nrf2 FP
1) CC1CCN(CCCNS(=O)(=O)c2ccc3c(c2)CCN3C(=O)C2CC2)CC1
  -2, 13, -8, -23, -0.9, -5, -1, 0, -1.9, 0, -2
2) Cc1ccc(/C=N/Nc2nnc(Cl)c3ccccc23)cc1
  -39, 15, 1, 2, -1.1, -1, 11, -9, 0.5, 0, 2
3) CCOC(=O)c1ccc(N2Cc3ccccc3C2=NC(=O)c2cccs2)cc1
  -4, -3, 1, 26, 1.9, 0, ·, 7, -0.2, -2, 1
4) COc1ccccc1CNC(=O)c1cc2ccccc2o1
  -4, 0, -1, 3, 1.3, -2, 17, -2, -0.6, -2, -4
5) CCCCn1c(N)c(N(CCOC)C(=O)C2CCN(S(=O)(=O)c3ccc(C)c(C)c3)CC2)c(=O)[nH]c1=O
  -7, ·, -2, -7, 0.3, -1, 23, 0, 0.6, 5, 3
6) COc1nc(-c2ccccc2)ccc1-c1noc(-c2cccnc2)n1
  -11, 22, -9, -12, 0.3, 10, 2, -3, 0.4, -1, -6
7) Cc1csc(Nc2nc(N)c(C(=O)Nc3ccccc3)o2)n1
  -11, 10, 2, -9, -1.7, -1, 159, -2, 0.8, 1, -3
8) COc1ccc(N2CCN(c3oc(-c4ccc(OC)c(OC)c4)nc3C#N)CC2)cc1
  -6, -12, -9, -14, 0.3, -1, -9, 2, 1.2, 5, 1
9) CCC(=O)c1cn(CC(=O)Nc2ccc(OC)cc2)c2ccccc12
  -2, -8, -5, -12, 26, 1, -2, 2, 0.6, -4, 55*
10) CCOC(=O)c1c(C)nc(-c2ccccc2)nc1N
  -8, 52, -6, -17, 0.1, 2, 16, 1, -1.7, ·, -3
11) CCOc1ccccc1N1CCN(C(=O)C2CSC3(C)CCC(=O)N23)CC1 (centres undefined)
  2, 0, -2, -3, -1.2, 10, 8, -4, -0.5, -2, 2
12) COc1cc(CN(C)Cc2cc(=O)n3ccsc3n2)ccc1OC(F)F
  4, -6, -5, -20, -0.4, 9, 5, -1, -2.8, 11, -6
13) CCOc1cc(/C=C/c2nc3ccccc3c(=O)[nH]2)ccc1O
  -4, -8, -3, -7, 1.5, 7, 3, -2, 0.5, 3, 5
14) CCOc1ccccc1C(=O)OCC(=O)NCc1ccc2c(c1)OCO2
  6, 2, -4, -4, -3.4, 3, 4, 2, -0.1, -1, 1
15) COc1ccc(-n2c(=S)[nH]c3ccccc3c2=S)cc1
  0, -9, 1, -1, -1.3, 10, -16, 0, 2.6, 4, -5
16) COc1ccccc1-c1cn[nH]c1-c1ccc(OCC(=O)NN)cc1O
  -5, 2, -9, -19, 1.8, -8, -6, -4, -0.2, 0, 6
17) CCN(CC)C(=O)[C@H]1CC(CC(=O)NCC23CC4CC(CC(C4)C2)C3)C(=O)N2CCc3c([nH]c4ccc(OC)cc34)[C@]12C (some centres undefined)
  -20, -21, -2, -6, -1.6, 2, ·, -6, -0.6, ·, 0
18) C=CCOC(=O)C1=C(C)N(C)C(=O)NC1c1cc2c(cc1Br)OCO2 (centres undefined)
  -9, 6, 1, 0, -0.5, 8, -11, -1, 0.8, 3, 0
19) COc1ccccc1NC(=O)CSc1nnc(C)s1
  1, -5, -15, -20, -0.1, -5, ·, -2, 0.3, 4, 1
20) O=C(NC12CC3CC(CC(C3)C1)C2)C1CC(=O)N(c2ccccc2)C1 (centres undefined)
  -1, 1, -10, -13, 0.2, 0, 0, 4, -1.5, ·, -4

A run of entries taken from the entries so far, as a working copy:
Values in the order – dFosB activator, PfHsp90 set2, Cardiac RTF inh, PvdQ acylase, C-LANA FP, Rtt109 HAT inh, Mot1-301 SUMO, RTF Ca sens act, CDK5 inh, NSD2 inh, Keap1 Nrf2 FP
19) COc1ccccc1NC(=O)CSc1nnc(C)s1
  1, -5, -15, -20, -0.1, -5, ·, -2, 0.3, 4, 1
20) O=C(NC12CC3CC(CC(C3)C1)C2)C1CC(=O)N(c2ccccc2)C1 (centres undefined)
  -1, 1, -10, -13, 0.2, 0, 0, 4, -1.5, ·, -4

(cont.)
Values in the order – dFosB activator, PfHsp90 set2, Cardiac RTF inh, PvdQ acylase, C-LANA FP, Rtt109 HAT inh, Mot1-301 SUMO, RTF Ca sens act, CDK5 inh, NSD2 inh, Keap1 Nrf2 FP
21) Nc1c(Cl)cc(S(N)(=O)=O)cc1S(N)(=O)=O
  8, 17, -5, -9, 2.0, -4, ·, 0, -1.5, 5, 0
22) C#CCn1c(=NC(=O)c2ccc(S(=O)(=O)N3CCCc4ccccc43)cc2)sc2cc(S(N)(=O)=O)ccc21
  59*, -3, 2, 1, 3.2, 6, -19, -2, 0.4, ·, -2
23) Cc1nc2nc(SCC(=O)N3CCOCC3)nn2c(C)c1Cc1c(F)cccc1Cl
  -7, 7, 2, 3, 1.7, 3, -11, -3, 1.5, 11, 3
24) CC(C)(C)C(=O)CNS(=O)(=O)c1ccc(S(=O)(=O)NC2CC2)cc1
  4, 10, 5, -16, -2.7, 1, 2, -4, 0.4, 0, -2
25) CC1CCC(Nc2nnnn2-c2ccccc2)CC1 (centres undefined)
  1, 5, -7, -8, -0.7, -3, 2, 1, -0.4, 0, -2
26) CN(C)c1ccc(NC(=O)Nc2ccc3snnc3c2)cc1
  -6, -25, -6, -11, -0.6, -6, 224, 6, 0.6, -1, -5
27) Cc1ccc(NC(=S)N2CCN(C(=O)C3CCCO3)CC2)cc1 (centres undefined)
  -4, 5, 11, 7, -1.5, -18, 125, -2, -1.1, ·, 3
28) S=C(NCCCN1CCOCC1)N(Cc1ccccc1)Cc1ccccc1
  3, 6, -3, -8, 0.1, -1, -3, -1, -1.2, 0, 0
29) O=C(C[n+]1ccccc1)c1ccc(-c2ccccc2)cc1
  -1, -57, 1, 6, -2.6, 7, 6, -2, 2.6, 1, -4
30) COc1ccc(C(=O)Cn2nnc(-c3ccccc3NC(=O)C(F)(F)F)n2)cc1
  -1, 10, -9, -1, -0.5, 2, 21, -6, -1.2, 4, 1
31) CCOC(=O)c1cnc2ccc(OC)cc2c1Nc1ccc2c(c1)OCCO2
  0, 0, -5, 9, -0.1, 3, 12, -2, -0.8, 3, 0
32) CCCC(=O)Nc1cc(-c2nc3ncccc3o2)ccc1C
  -19, 12, -1, -10, -1.0, -1, -23, 8, 1.9, -1, -2
33) Cc1cccc(NC(=O)CSCC(=O)Nc2ccc(N3CCOCC3)cc2N2CCOCC2)c1
  -6, -10, -1, -11, -0.5, 6, ·, 5, 1.5, ·, 1
34) O=C(Cn1cnc(S(=O)(=O)N2CCCCC2)c1)N1CCN(c2ccc([N+](=O)[O-])cc2)CC1
  -9, -12, 6, 5, -0.1, 10, -1, 2, -0.3, 5, -4
35) O=C1c2ccccc2C(Nc2ccc3c(c2)OCCO3)N1Cc1ccc2c(c1)OCO2 (centres undefined)
  -14, ·, -4, 0, -2.1, 20, -7, 13, 1.8, ·, 4
36) CC(=O)c1cnc(Nc2ccccc2)s1
  4, 3, -7, -10, -0.6, -16, 9, -5, 13, 2, -4
37) CCOc1ccccc1N=CC1=C(O)CC(c2ccccc2)CC1=O (centres undefined)
  6, -13, 0, -5, 0.2, -4, 438, -4, 1.0, ·, -8
38) Cc1ccc(C(=O)N/N=C\c2ccc(-c3ccc(Cl)c(Cl)c3)o2)cn1
  5, -12, 2, 5, -0.7, -5, 51, 6, -6.2, 0, -8
39) COc1ccccc1C(=O)Nc1ccccc1N1CCN(S(C)(=O)=O)CC1
  3, -11, -16, -9, 1.7, 7, 230, -7, 0.7, 0, -2
40) CCOc1cc(/C=N\NC(=O)OC)ccc1OC(=O)c1ccco1
  -6, -29, 1, -2, 0.5, 24, 8, -1, 0.7, -4, -1
41) CN(CC(=O)NC1CCCCCC1)S(=O)(=O)c1cnc[nH]1
  8, -6, 2, -11, 0.5, -7, 12, -3, -1.1, -5, -1
42) Cc1c(Br)ccc(NC(=O)COc2ccccc2C(N)=O)c1C
  8, 5, -2, -4, -2.9, -3, -3, 1, -0.3, 1, -2
43) O=C1OC(c2ccc(F)cc2)=N/C1=C\C=C/c1ccccc1
  -11, 0, 0, -4, 2.9, -2, -15, 2, 2.1, -1, -1
44) CN(C(=O)CN1C(=O)S/C(=C\c2ccc(Cl)cc2)C1=O)C1CCS(=O)(=O)C1 (centres undefined)
  -5, 17, -4, -10, 0.4, 1, -8, -1, -2.7, -1, -5
45) COc1ccc2cc(C)c3nnc(SCC(=O)Nc4nc(-c5ccccc5)cs4)n3c2c1
  41*, -14, -7, -6, -0.1, -8, -11, 1, -0.8, 0, 4
46) CC1=CCC(C(=O)O)(C(=O)N/N=C/c2cccs2)C(c2ccc(F)cc2)C1 (centres undefined)
  -15, ·, 2, 9, 1.2, -6, 1, -1, 0.9, 2, -4
47) O=C1N(Cc2cccnc2)C[C@@H]2C[C@@H](c3ccc(C(F)(F)F)cc3)N3CCC[C@@]123
  -7, -8, -12, -13, -0.8, 0, -11, 6, -5.1, -1, -6
48) CC(C)(Oc1ccc(Cl)cc1)C(=O)NC1CCCCC1
  -2, 17, -10, -3, 1.5, -7, -17, -1, 0.8, 4, -4
49) COc1ccc(OC)c(C(c2nnnn2Cc2ccco2)N2CCN(C)CC2)c1 (centres undefined)
  6, -11, 7, 2, -1.2, ·, 0, -6, 0.1, -2, -11
50) O=C(/C=C/c1ccc(OC2CSC2)cc1)c1ccc(Cl)cc1
  -6, -18, -4, -3, -0.7, 2, 1, -1, 0.8, 0, -3
